Screening results as filed in PubChem BioAssay.
NCI-60 one-dose screen, 48 h, at 10 µM unless noted. Numbers give growth in % (100 = growth as untreated, 0 = no growth, -100 = all killed).
OVCAR-5 = OVCAR-5 ovarian cancer; 82,000 compounds, 2.9% hits
IGROV1 = IGROV1 ovarian cancer. 79,000 compounds, 4.7% hits. AID 1794786
OVCAR-8 = OVCAR-8 ovarian cancer. 81,000 compounds, 4.4% hits. AID 1794782
NCI/ADR-RES = NCI/ADR-RES ovarian cells | 81,000 compounds, 4.4% hits
OVCAR-4 = OVCAR-4 ovarian cancer cells; 80,000 compounds, 3.7% hits
DU-145 = DU-145 prostate cancer; AID 1794760; 81,000 compounds, 4.2% hits
SK-OV-3 = SK-OV-3 ovarian cancer cells. 80,000 compounds, 3.2% hits. AID 1794785
OVCAR-3 = OVCAR-3 ovarian cancer | 79,000 compounds, 7% hits
The depositor's hits bear a star; · = no result given; & = joins results of further samples. How the source made its calls: active means growth percent below 10; inactive means the rest.

SMILES	OVCAR-5	IGROV1	OVCAR-8	NCI/ADR-RES	OVCAR-4	DU-145	SK-OV-3	OVCAR-3
O=C(/C=C\c1cccc2ccccc12)c1cccc2ccccc12	115	91	78	87	68	93	102	86
CC(=O)c1ccnc2c(O)c(CN3CCOCC3)ccc12	77	105	95	27	73	95	87	95
CC(C)CSc1nc(NCCO)c(C#N)c(-c2ccc(F)cc2)n1	90	111	100	80	106	94	101	89
CNc1ncnc2c1cnn2C	95	·	109	96	101	93	·	96
O=C(CCN1CCCC1)Nc1ccc2c(Nc3ccc(Br)cc3)c3ccccc3nc2c1	42	-21*	5.9*	20	-20*	-71*	57	-65*
O=C(Nc1nc2ccc(Cl)cc2s1)c1cc(-c2ccc(F)cc2)n2nc(-c3ccccc3)cc2n1	95	114	80	97	79	108	107	106
S=C(S)N1CCN(C(=S)S)CC1	101	101	108	101	·	116	107	112
Cc1nc2c(c3nnc(-c4ccccc4)n13)CC(C)c1ccccc1N2C (stereo not drawn)	107	·	89	85	93	100	107	95
COCCOCCOCCOC(C)=O	105	104	106	114	105	117	104	112
CC[C@H](C)[C@H](NC(=O)CSc1nnc(-c2ccc(NC(=O)c3cccnc3)cc2)o1)C(=O)O	104	108	103	104	107	111	97	110
CC(=O)c1cccc(NS(=O)(=O)c2ccc(C)cc2)c1	93	63	90	51	79	95	101	71
CC(=O)Nc1cc2c(cc1Cl)C(=O)c1ccccc1C2=O	98	103	96	104	95	113	98	115
CCOC(=O)C1=C(C)N=C2SC=C(c3ccccc3)N2[C@H]1c1cn[nH]c1-c1ccc(F)cc1	105	·	89	119	103	107	92	98
FC(F)(F)c1ccc2c(Nc3cccc(C4CC(c5ccc(Cl)cc5)=NN4c4ccc(Cl)cc4)c3)ccnc2c1 (stereo not drawn)	112	103	100	88	80	93	101	82
NC(=S)Nc1cccc(O)c1	96	98	94	94	107	121	101	110
COc1ccc(-c2c(N)oc3ccc(Cl)cc3c2=O)cc1OC	92	91	104	94	100	109	103	111
COc1cc(C(=O)O)nc(N)n1	107	109	97	104	93	103	95	111
Cc1c(N=Nc2ccccc2O)c(=O)[nH]c2[nH]c(=O)sc12	102	100	102	106	106	112	111	113
O=C(Nc1ccc(-n2ccc3c(NC(=O)c4ccccc4)ncnc32)cc1)c1ccc(Cl)c(C(F)(F)F)c1	52	15	3.6*	30	17	23	66	-3.5*
O=C(OCc1ccccc1)n1nnc2ccccc21	·	110	105	111	92	112	112	106
COc1ccc(-n2nc3c(c(C#N)c2=O)CC(c2ccoc2)C([N+](=O)[O-])=C3O)cc1 (stereo not drawn)	106	81	100	99	91	109	·	108
Nc1ccc(C(c2c[nH]c3ccccc23)c2c[nH]c3ccccc23)cc1	100	70	95	100	97	104	99	99
O=C(Cn1ccnc1)Nc1ccc(-c2nc3ccccc3s2)cc1	104	69	80	88	35	81	88	62
COc1cc(/C=N/OC(=O)Nc2ccccc2)cc(OC)c1OC	104	96	113	109	105	115	104	114
COc1cc(CCC(=O)O)on1	93	97	90	110	106	119	109	121
Other compounds:
SMILES	OVCAR-5	IGROV1	OVCAR-8	NCI/ADR-RES	OVCAR-4	DU-145	SK-OV-3	OVCAR-3
CC1(C)O[C@@H]2CC3C4CCC5=CC(=O)C=C[C@]5(C)C4[C@@H](O)C[C@]3(C)[C@]2(C(=O)CO)O1 (stereo partly drawn)	74	108	93	80	104	110	70	115
O=C(Nc1cc(Cl)ccc1Cl)Nc1ccc(Cl)cc1C(=O)c1ccccc1	80	79	63	46	53	77	73	69
CC(C)CC(C)C1CCC(C)C1CCC(C)OC=O (stereo not drawn)	105	107	94	102	106	107	106	103
CCCCCCC[n+]1ccc(CCS(=O)(=O)c2ccc(NC(C)=O)cc2)cc1	98	105	104	104	95	108	96	95
CCOC(=O)c1c(C)nc2ccccc2c1/C=C/c1ccc(OC)cc1	89	66	58	31	55	93	76	74
O=C1CCc2cc(O)ccc21	107	100	99	104	110	111	102	107
CC(=O)[C@H]1CC[C@H]2[C@@H]3CCc4cc(O)ccc4[C@H]3CC[C@]12C	99	108	103	94	92	100	119	104
C=CCn1c(SCC(=O)Nc2ccc(C(=O)/C=C/c3ccc(Cl)cc3)cc2)nnc1-c1ccc(Cl)c(Cl)c1	91	76	76	84	87	92	86	84
NC(=S)NC(=O)c1ccccc1	101	118	112	107	99	110	116	106
COc1cc2c(cc1[N+](=O)[O-])-c1ccc([N+](=O)[O-])cc1/C2=N\O	102	97	80	77	80	120	96	104
COc1ccccc1Nc1n[nH]c(=S)s1	109	99	92	112	112	113	103	117
Cc1cc(C#Cc2ccc(C(C)(C)C)cc2)ccc1-n1c(/C=C/c2c(Cl)cccc2Cl)nc2ccccc2c1=O	106	103	115	103	134	110	106	94
CN(Cc1ccccc1)C(=O)Nc1c(Cl)cccc1Cl	115&98	102&102	105&101	99&103	101&100	112&111	110	107&106
O=c1[nH][n+](-c2nonc2-c2ccc(F)cc2)no1	99	108	106	102	106	106	·	104
O=C(c1ccccc1)c1c(/C=C/c2ccc(Cl)cc2)nc2ccccc2c1/C=C/c1ccccc1	99	94	90	97	81	98	92	87
COc1ccc([N+](=O)[O-])c(C=O)c1	122	97	102	111	113	119	117	123
O=C(CCCSc1nc(-c2ccccc2)cc(-c2ccccc2)n1)NO	9.8*	13	5.4*	-12*	12	13	-19*	-5.3*
O=C(Nc1cccc(NOCc2ccccc2)c1)c1ccc2c(c1)ncn2-c1ccccc1	107	91	54	89	76	92	122	·
COc1ccc(S(=O)(=O)NC2c3ccccc3CC2O)c(OC)c1 (stereo not drawn)	95	107	104	109	107	107	109	110
CC1=NN(c2cc(Cl)c(S(=O)(=O)O)cc2Cl)C(=O)C1N=Nc1ccc(S(=O)(=O)O)cc1 (stereo not drawn)	108	114	115	108	100	110	108	121
CC(=O)N(CC(O)CO)c1c(I)c(C(=O)NCCO)c(I)c(C(=O)NCC(O)CO)c1I (stereo not drawn)	100	103	96	·	102	110	103	107
COc1cc(C(NC(=O)N2C(=O)C=CC2=O)NC(=O)N2C(=O)C=CC2=O)ccc1O	101	99	99	101	·	102	98	103
Nc1nc(-c2cccc([N+](=O)[O-])c2)c(N=Nc2cccc(Cl)c2)s1	64	34	41	39	49	64	43	·
O=C(O)c1ccc(NC(=S)NC(=O)c2ccc(Br)cc2)cc1	78	99	96	93	84	114	93	87
CSc1nc2sc3c(C)ccc(C)c3n2c(=N)c1C#N	102	104	102	103	94	113	97	105
The list goes on.
SMILES	OVCAR-5	IGROV1	OVCAR-8	NCI/ADR-RES	OVCAR-4	DU-145	SK-OV-3	OVCAR-3
CC(C)=CC(C)(C)C=O	86	·	100	21	106	97	98	98
Cc1ccc(-c2nn(C)c(=O)c3ccccc23)cc1CO	104	111	105	100	102	109	107	106
CC1CCCN1Cc1nc2ccc(NC(=O)c3ccc(-c4ccncc4)cc3)cc2[nH]1 (stereo not drawn)	100	94	102	112	97	104	79	112
CN(C)C(=O)N1CCc2ccc([N+](=O)[O-])cc21	101	121	103	·	100	128	108	113
Nc1nc(N)c2c(n1)NC(c1ccc3c(c1)OCO3)CC(c1ccc(Cl)cc1)=N2 (stereo not drawn)	101	88	94	85	90	108	175	98
Oc1ccc(N=Cc2ccccc2O)cc1	87	90	84	98	89	103	99	91
COc1c(F)ccc(C(=O)Nc2ccc3nc(NC(=O)C4CCCN(S(=O)(=O)c5cccc(C(F)(F)F)c5)C4)sc3c2)c1F (stereo not drawn)	101	78	95	84	74	91	102	88
O=C(C(=O)N1CCOCC1)c1cn(CCCn2cc(C(=O)C(=O)N3CCOCC3)c3ccccc32)c2ccccc12	102	107	104	109	109	115	111	119
N#Cc1nc(-c2ccc(Cl)cc2)oc1N1CCCCC1	97	91	98	98	94	96	103	103
CC(=O)N1N=C(c2ccc(Nc3nc(NCCO)nc(NCCO)n3)cc2)CC1c1ccc(F)cc1 (stereo not drawn)	101	105	99	96	100	107	84	106
CC(=O)N(C)c1ccc(Nc2cc(C)[nH]c3ccc4ncnc4c23)cc1	64	1.1*	·	101	78	46	74	76
CCCCCCNC(=O)Oc1ccc(/C(=C(/C)c2ccccc2)c2ccc(OCCN3CCCCCC3)cc2)cc1	69	51	66	65	50	68	99	49
Cc1ccc(S(=O)(=O)NC(=O)Nc2nc3ccc(C)cc3s2)cc1	109	106	103	103	102	105	101	109
Cc1ccc2c(n1)C(=O)C(Cl)=C(Nc1cccc(C)c1C)C2=O	-29*	-58*	-3.5*	-5.4*	-98*	-11*	117	-98*
O=C1C=C(O)C(=O)C(CC2=C(O)C(=O)C=C(O)C2=O)=C1O	91	109	105	100	101	110	·	108
CC1(C)NC2=C(C(Nc3cccnc3)N1)C(c1ccc(F)cc1)C(C(=O)c1ccc(N=[N+]=[N-])cc1)O2 (stereo not drawn)	97	101	100	104	106	104	113	107
O=C1Nc2c(sc3ccc(Cl)cc23)C(c2ccc3ccccc3c2)N1 (stereo not drawn)	92	83	94	100	97	107	84	96
CCN(CC)c1nc(SCC(=O)Nc2nc3ccc(C)cc3s2)nc(-c2ccccc2)c1C#N	77	66	89	96	81	101	94	93
O=C1CCCN1C1CCN(Cc2ccc(Cl)cc2)c2ccc(Cl)cc21 (stereo not drawn)	85	63	69	52	79	86	90	80
O=C1Nc2cc(Cl)ccc2Oc2cc(Cl)ccc21	100	91	94	99	90	104	93	108
CC(=Nc1ccccc1)Nc1ccccc1	109	111	97	107	113	116	111	108
CC1=CC2=NC(=O)C(c3ccccc3)C(=O)N2C=C1 (stereo not drawn)	103&108	112&105	98&117	106&116	112&109	120&109	116&117	120&104
CCN1C(=O)/C(=N\N=C(/C)c2ccc3c(c2)Nc2ccccc2S3)c2cc(Cl)ccc21	84	70	68	69	42	72	108	56
COc1cc(/C=C\c2cccnc2Nc2ccc(Cl)cc2)cc(OC)c1OC	80	82	88	77	81	98	103	86
O=C1C(=O)N(c2ccccc2)C(c2ccccc2)C1c1ccccc1 (stereo not drawn)	109	·	106	106	109	111	120	116
Continuation.
SMILES	OVCAR-5	IGROV1	OVCAR-8	NCI/ADR-RES	OVCAR-4	DU-145	SK-OV-3	OVCAR-3
Cc1nc(O)cc(=O)[nH]1	110	106	105	108	114	113	121	115
COC(=O)[C@]12CC[C@@H](C)[C@H](C)[C@@H]1C1=CC(=O)[C@@H]3[C@@]4(C)C[C@@H](OC(C)=O)[C@H](OC(C)=O)[C@@](C)(COC(C)=O)[C@@H]4C(=O)C[C@@]3(C)[C@]1(C)CC2	84	61	10	13	60	73	76	40
O=C(Nc1ccccc1-c1ccc(Oc2ccc3nnc(Cl)n3n2)cc1)C1CCCCC1	93	82	92	81	96	92	88	·
COc1cc(-c2c3c(cn2CCN2CCCCC2)-c2oncc2CC3)cc(OC)c1OC	85	104	101	97	100	109	94	113
CCC(=O)N1N=C(c2ccc(-n3ccc(C(F)(F)F)n3)c(C)c2)CC1c1ccc[nH]1 (stereo not drawn)	97	99	102	99	101	112	125	111
O=C(/C=C/c1ccc2c(c1)OCO2)c1ccc(Oc2ncnc3ccccc23)cc1	104	90	101	96	87	104	99	104
COC1(OC)C2(Cl)C(Cl)=C(Cl)C1(Cl)C1COCC12 (stereo not drawn)	·	113	94	110	98	102	96	110
COc1cc(C2CC(c3ccc(Nc4ccnc5cc(Cl)ccc45)cc3)=NN2c2ccc(Cl)cc2)cc(OC)c1OC (stereo not drawn)	81	58	54	30	70	64	79	38
CCOc1ccc2c(c1)c(C)cc(C)[n+]2CC	98	82	62	113	59	·	83	76
Cc1cccc(C)c1NC(=O)NCc1ccco1	96	·	110	105	97	116	113	119
CCN(CC)CCOC(=O)c1ccc(NC(=O)c2ccccc2)cc1	109	108	97	100	102	106	88	106
COc1ccc(-c2nc(Nc3ccccc3S(N)(=O)=O)c3ccccc3n2)cc1	48	43	-27*	18	33	7.8*	95	-21*
CN(Cc1ccc([N+](=O)[O-])cc1)c1ccccc1	109	98	108	109	83	117	105	114
COc1ccc(C2=NN(C=O)C(c3ccc(Cl)cc3)C2)cc1S(=O)(=O)NNC(=O)c1ccncc1 (stereo not drawn)	101	103	99	102	101	113	100	99

Filtered by structure, the entries above containing fluorine.
SMILES	OVCAR-5	IGROV1	OVCAR-8	NCI/ADR-RES	OVCAR-4	DU-145	SK-OV-3	OVCAR-3
CC(C)CSc1nc(NCCO)c(C#N)c(-c2ccc(F)cc2)n1	90	111	100	80	106	94	101	89
O=C(Nc1nc2ccc(Cl)cc2s1)c1cc(-c2ccc(F)cc2)n2nc(-c3ccccc3)cc2n1	95	114	80	97	79	108	107	106
CCOC(=O)C1=C(C)N=C2SC=C(c3ccccc3)N2[C@H]1c1cn[nH]c1-c1ccc(F)cc1	105	·	89	119	103	107	92	98
FC(F)(F)c1ccc2c(Nc3cccc(C4CC(c5ccc(Cl)cc5)=NN4c4ccc(Cl)cc4)c3)ccnc2c1 (stereo not drawn)	112	103	100	88	80	93	101	82
O=C(Nc1ccc(-n2ccc3c(NC(=O)c4ccccc4)ncnc32)cc1)c1ccc(Cl)c(C(F)(F)F)c1	52	15	3.6*	30	17	23	66	-3.5*
O=c1[nH][n+](-c2nonc2-c2ccc(F)cc2)no1	99	108	106	102	106	106	·	104
COc1c(F)ccc(C(=O)Nc2ccc3nc(NC(=O)C4CCCN(S(=O)(=O)c5cccc(C(F)(F)F)c5)C4)sc3c2)c1F (stereo not drawn)	101	78	95	84	74	91	102	88
CC(=O)N1N=C(c2ccc(Nc3nc(NCCO)nc(NCCO)n3)cc2)CC1c1ccc(F)cc1 (stereo not drawn)	101	105	99	96	100	107	84	106
CC1(C)NC2=C(C(Nc3cccnc3)N1)C(c1ccc(F)cc1)C(C(=O)c1ccc(N=[N+]=[N-])cc1)O2 (stereo not drawn)	97	101	100	104	106	104	113	107
CCC(=O)N1N=C(c2ccc(-n3ccc(C(F)(F)F)n3)c(C)c2)CC1c1ccc[nH]1 (stereo not drawn)	97	99	102	99	101	112	125	111
